VLA-4 inh: inhibition in a human VLA-4 binding assay | AID 2557 | P13612 | inhibition, % (about 7 µM as worked out from the volumes in the protocol) | 0.2% of 330,000 active | VLA-4 expressing cells, ligand binding flow cytometry; in the data active = inhibition above about 50%
JMJD2C inh: blocks human GASC-1 demethylase activity | Q9H3R0 | GST-JMJD2C(1-420) H3K9me3 demethylation, DELFIA europium | inhibition, % at 2.35 µM | 0.069% of 330,000 active | AID 2099;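 active = more than half of a compound's replicate wells show inhibition beyond 50%, single wells judged on their own value; inconclusive = some, but no more than half, of replicates pass 50% inhibition; inactive = no replicate passes 50% inhibition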;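 note: signal counts dimethyl H3K9 product captured on neutravidin plate; 0% = median of DMSO wells and 100% = 0.3 times that DMSO median; strong numbers were not always called active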
proCasp7 act: activates human procaspase-7, counter-screen for procaspase-3 activators. 0.093% of 330,000 active. P55210. activation, % at 8.5 µM. recombinant procaspase-7, Ac-DEVD-pNA absorbance 405 nm; D23A/D198A/D206A triple mutant, cannot self-cleave; scale: DMSO 0, 5 µM enzyme 100. AID 463210;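 active = percent activation above the screen-wide mean plus 3 SD, cut at about 25% in these data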
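signal = Epi-absorbance of released pNA at 405 nm, two timepoints | assay system = Uncleavable procaspase-7 mutant enzyme | reagent = Ac-DEVD-pNA substrate, 400 µM as added | times = 1 h enzyme–compound preincubation and 2 h substrate reaction, both 25 °C | benchmarks = low DMSO alone, high DMSO plus 5 µM PC-7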
GRK2 aptamer HTS: blocks RNA aptamer binding to human GRK2. P25098. bead flow cytometry, FAM-aptamer displacement from GRK2. inhibition of aptamer binding, % at 10 µM. 0.59% of 330,000 active;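 active = inhibition of aptamer binding above 40%, roughly 3 SD of noise, on plates passing a quality check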;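 note: median bead fluorescence of bound FAM aptamer so fluorescent compounds give negative values; no value below 0 was filed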
Target sequence (P25098 whole entry, looked up): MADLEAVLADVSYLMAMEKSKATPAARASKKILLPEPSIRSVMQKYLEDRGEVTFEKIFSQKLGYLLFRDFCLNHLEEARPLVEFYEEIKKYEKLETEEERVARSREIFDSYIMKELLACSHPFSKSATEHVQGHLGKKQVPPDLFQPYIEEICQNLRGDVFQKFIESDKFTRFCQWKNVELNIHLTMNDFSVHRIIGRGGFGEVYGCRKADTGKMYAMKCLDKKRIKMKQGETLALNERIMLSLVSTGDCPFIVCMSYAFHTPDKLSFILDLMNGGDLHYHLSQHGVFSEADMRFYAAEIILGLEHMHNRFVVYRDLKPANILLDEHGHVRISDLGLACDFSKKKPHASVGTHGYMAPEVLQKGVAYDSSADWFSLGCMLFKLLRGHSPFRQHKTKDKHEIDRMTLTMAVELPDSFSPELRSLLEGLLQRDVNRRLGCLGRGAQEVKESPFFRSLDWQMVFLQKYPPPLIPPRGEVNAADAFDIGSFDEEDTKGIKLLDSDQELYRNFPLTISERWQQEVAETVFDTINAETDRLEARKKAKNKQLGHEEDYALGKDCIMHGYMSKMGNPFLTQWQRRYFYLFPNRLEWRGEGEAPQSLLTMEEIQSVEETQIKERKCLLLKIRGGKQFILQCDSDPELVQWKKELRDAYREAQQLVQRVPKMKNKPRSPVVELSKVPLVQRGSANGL
PP5 inh: PP5 (human) phosphatase inhibition | inhibition, % at 6.7 µM | AID 1987 | 0.18% of 320,000 active | purified PP5c, OMFP substrate fluorescence;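 active = inhibition above the campaign's mean inhibition across all tested compounds plus 3 SD, cut at about 9.5% in these data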;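 note: 0% = DMSO only and 100% = 100 µM cantharidin control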
procasp3 activ: procaspase-3 (human) activation | P42574 | recombinant procaspase-3 D3A, Ac-DEVD-pNA absorbance 405 nm | activation, % at 8.5 µM | 0.11% of 330,000 active;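 active = activation above the mean of all tested compounds plus 3 SD, cut at about 21% in these data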;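 note: 0% = DMSO alone and 100% = DMSO wells spiked with extra 5 µM PC-3 D3A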
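assay system = Procaspase-3 D3A mutant | signal = absorbance at 405 nm, 0 and 120 min | times = 1 h preincubation plus 2 h reaction at 25 °C | repeats = single replicate | read-out = % activation between DMSO and enzyme-spiked controls | medium = Zinc-free HEPES saline buffer with Triton X-100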
Fh CTSL1 inh: blocks F. hepatica cathepsin L1 in PFM18AAP counter-screen. recombinant F. hepatica cathepsin L1, Z-Leu-Arg-MCA fluorescence. inhibition, % at 5.96 µM. 0.49% of 300,000 active. AID 1906;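 active = inhibition above the mean of all tested compounds plus 3 SD, set per screening campaign, cut at about 17% in these data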;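 note: 0% = plate median of test compound wells and 100% = 1 µM Z-Phe-Ala-diazomethylketone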
HCV core dimer: blocks dimerization of HCV core protein; 0.33% of 300,000 active; TR-FRET GST/Flag-core106 dimerization, 1536-well; inhibition, % at 5 µM;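 active = inhibition above the mean of all tested compounds plus 3 SD, set per screening campaign, cut at about 45% in these data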
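System: GST/Flag-tagged HCV core106 proteins. Incubation: compound-protein-antibody incubation 4 h at 22.5 °C. Technique: HTRF with 340 nm excitation, 617/671 nm emission. Medium: KF-containing HEPES buffer, pH 7.45, DTT, CHAPS, BSA. Read-out: inhibition (%) from 671 over 617 nm ratio. Also added: Eu(K)-anti-GST 90 ng/mL plus XL665-anti-Flag 1 µg/mL.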
PP1 inh: PP1-alpha (human) inhibition in PP5 counter-screen; inhibition, % at 6.7 µM; purified PP1alpha, OMFP fluorescence; AID 2235; P62136; 0.9% of 320,000 active;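 active = inhibition above the mean inhibition of all tested compounds plus 3 SD, computed separately for each screening campaign, cut at about 15% in these data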
Target sequence (P62136 whole entry, looked up): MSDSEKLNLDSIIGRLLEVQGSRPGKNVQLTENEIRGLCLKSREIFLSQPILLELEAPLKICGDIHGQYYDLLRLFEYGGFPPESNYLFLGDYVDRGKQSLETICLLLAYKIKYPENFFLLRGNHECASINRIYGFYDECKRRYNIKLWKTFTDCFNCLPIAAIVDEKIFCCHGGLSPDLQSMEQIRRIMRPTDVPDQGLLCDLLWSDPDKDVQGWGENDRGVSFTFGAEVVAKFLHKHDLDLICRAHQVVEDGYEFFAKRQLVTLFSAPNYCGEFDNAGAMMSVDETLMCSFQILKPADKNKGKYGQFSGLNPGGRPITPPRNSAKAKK
The depositor's hits bear a star; ? = inconclusive; · = not tested or not shown.

SMILES	VLA-4 inh	JMJD2C inh	proCasp7 act	GRK2 aptamer HTS	PP5 inh	procasp3 activ	Fh CTSL1 inh	HCV core dimer	PP1 inh
Nc1c(-c2cccc([N+](=O)[O-])c2)nc2ccccn12	4	-8	-2	2	1.1	-2	-1	-14	-2
Cc1cc(N2C(=O)C3CC=CCC3C2=O)cc(C)c1Br (centres undefined)	14	-3	-1	0	0.2	1	0	3	-5
COc1ccc(/C=N\Nc2ncc(F)c(N3CCOCC3)n2)cc1OC	-9	-7	-9	0	-1.9	8	3	-1	-5
CC1CC(C)CN(C(=O)COC(=O)CCCN2C(=O)c3cccc4cccc(c34)C2=O)C1 (centres undefined)	4	22	-1	0	-1.0	1	0	14	-5
CC1CCN(c2ccc([N+](=O)[O-])cc2C(=O)O)CC1	7	5	-8	0	1.8	-17	5	-2	0
Cc1nc2cc(CO)ccc2s1	-5	0	8	3	-0.4	-3	-1	-1	1
C[N+]1(CC(O)c2ccccc2)CCCCCC1 (centres undefined)	4	35	0	1	3.2	-4	4	-8	2
CCN(CC)c1ccc(/C=N/NC(=O)CCC(=O)NCc2ccccc2)c(O)c1	15	-2	-23	0	3.2	-21	1	-24	2
CC(C)c1ccc(CCNC(=O)c2cccc(S(=O)(=O)N3CCN(C)CC3)c2)cc1	8	5	-1	1	0.9	-1	0	-7	-2
CC(C)(C)CC(=O)NC(=S)Nc1ccccc1C(F)(F)F	0	16	2	0	1.4	-10	0	2	1
COc1cc2c(cc1OC)C(NC(=O)C(F)(F)F)CNC2=O (centres undefined)	-10	-10	-14	1	1.1	5	4	-3	3
O=C(Nc1ccccc1Cl)c1ccccc1Oc1ccc(C(F)(F)F)cc1[N+](=O)[O-]	-2	2	1	1	8.5	-11	-2	20	-2
Cc1ccc2nc(-c3ccc(NS(=O)(=O)c4ccc(F)c(F)c4)cc3)sc2c1	9	0	16	1	0.2	-4	5	5	0
CCOC(=O)c1sc(NC(=O)COc2ncnc3ccccc23)c(C(=O)OCC)c1C	3	-9	9	3	-2.0	6	-2	7	0
COc1cc(NC(=O)COC(=O)CSc2ccc3ccccc3c2)c(C)cc1[N+](=O)[O-]	9	4	-6	0	1.5	-1	-11	-3	1
Cc1ccc(C(=O)OCC(=O)N(CC(C)C)c2c(N)n(Cc3ccccc3)c(=O)[nH]c2=O)s1	6	14	3	0	1.8	12	-2	-5	-2
CC(C)CCCN1C(Nc2ccccc2)=NC[C@@H]1CC(C)C	-4	-3	3	0	1.0	-1	2	10	-3
CCCC(=O)NCc1cc(-c2nn(C)c(=O)c3ccccc23)ccc1C	12	-18	-6	0	0.7	9	-6	-2	0
CCN1CCCc2cc(CN(CCN3CCOCC3)C(=S)Nc3cccc(Cl)c3)ccc21	4	-1	-26	0	1.9	-10	2	4	3
Cc1cccc(C)c1NC(=O)CN(C)CC(=O)N1CC(=O)Nc2ccccc21	-4	4	2	4	·	4	·	·	·
O=C(N/N=C/c1ccc(OC(=O)c2ccc(Br)cc2)cc1)c1ccncc1	-7	13	7	0	0.1	7	7	-2	3
COC(=O)C1CC(c2ccc(Cl)cc2)=NO1 (centres undefined)	0	8	1	0	1.1	0	-2	3	-1
O=C(c1cccc(NS(=O)(=O)c2ccccc2)c1)N1CCCCC1	-11	-4	8	1	3.4	-6	3	2	0
Cc1ccc(C(=O)N2CCN(c3ccc(N4CCOCC4)nn3)CC2)cc1C	-6	1	12	2	4.7	-3	-1	0	-5
COc1ccc(/C=C(\NC(=O)c2ccccc2)C(=O)NCC2CCCO2)cc1 (centres undefined)	-10	-28	-10	0	1.6	12	7	-3	-1
COc1ccc2c(C)c(CCC(=O)NC3CC3)c(=O)oc2c1	1	9	-8	1	2.5	-5	0	-10	-3
O=C(COn1nnc2ccc(S(=O)(=O)N3CCOCC3)cc21)NCCc1ccccc1	3	80	11	4	0.3	1	1	-3	-4
CC1(C)O[C@@H](CC(=O)O)[C@]23CO[C@H](C(=O)[C@]4(C)C2CC[C@@]2(C)[C@H](c5ccoc5)OC(=O)C5O[C@]524)[C@@H]13 (some centres undefined)	7	7	9	0	·	-9	·	·	·
CCn1cc(/C=C/C(=O)Nc2c(C)nn(Cc3ccccc3C)c2C)cn1	11	5	4	2	0.3	6	7	3	-4
[O-]/[N+](=C\c1ccccc1)c1ccc(Br)cc1	21	·	-7	25	1.9	-5	·	·	-1
COc1ccc(-c2nc(SCC(=O)Nc3c(F)cccc3F)n[nH]2)cc1	8	10	-3	1	0.2	-1	3	-2	-8
COc1cc(C2C3=C(CCCC3=O)Nc3ccc4ncccc4c32)ccc1O (centres undefined)	-4	?	-5	0	2.2	1	-2	6	-4
Nc1nc2ccccc2n1/N=C/c1ccc2c(c1)OCO2	7	-5	8	3	-3.0	-2	0	0	-1
O=C(COc1ccccc1)N/N=C/c1ccc([N+](=O)[O-])o1	0	-1	-2	3	2.7	-8	1	0	-5
COc1ccccc1CNC(=O)C1CCC(=O)N(CCCc2ccccc2)C1 (centres undefined)	-116	-3	1	5	2.4	5	-3	5	-10
CCOC(=O)CC(=O)CSc1nc2ccc(OC)cc2cc1C	9	-5	2	2	2.1	9	-1	7	2
O=C(CNC(=O)c1cc2c(s1)CCC2)Nc1ccccc1Br	-8	1	4	2	2.5	3	2	4	2
Cc1c(-n2c(SCC(=O)C(C)(C)C)nc3ccccc3c2=O)c(=O)n(-c2ccccc2)n1C	-7	9	-2	2	-2.6	-2	9	4	0
Nc1nc(Cl)cc(Nc2ccccc2Cl)n1	39	-33	7	5	-0.8	11	1	1	0
O=C(CSc1ncnc2nc[nH]c12)c1ccccc1	11	2	-1	1	4.2	-1	1	1	-2
CC1=C(C(=O)Nc2ccc(F)cc2)C(c2ccc(C)o2)C2=C(CC(C)(C)CC2=O)N1 (centres undefined)	2	-1	7	2	-0.5	3	-1	-1	-5
Cc1cccc(NC(=O)C2(C)CC3c4ccccc4C2c2ccccc23)c1C (centres undefined)	-13	9	5	1	0.6	0	-1	8	2
Cc1cccc(C(=O)OCC(=O)Nc2ccc3c(c2)OCCO3)c1	6	·	11	0	1.4	1	·	·	0
O=C(NC1CC1)c1ccc(CS(=O)(=O)c2c(Cl)cccc2Cl)o1	1	-7	4	1	-1.1	12	0	3	-3
CCOC(=O)c1ccc(N/C=C/C(=O)c2ccc(OC)c(OC)c2)cc1	1	-5	1	5	-1.8	25*	6	1	-3
COc1ccc(NC(=O)CN2CCN(c3c(C)cccc3C)CC2)cc1	-7	11	3	2	1.8	-8	7	-2	1
COC(=O)c1cc(Br)ccc1N(Cc1cc(OC)cc(OC)c1)S(C)(=O)=O	6	9	7	1	1.8	-5	·	·	2
Clc1cc2c(c(CSc3nc4ccccc4n4cccc34)c1)OCOC2	5	-2	12	2	-0.2	-4	1	3	-4

Retrieved by compound from above, 4 records:
SMILES	VLA-4 inh	JMJD2C inh	proCasp7 act	GRK2 aptamer HTS	PP5 inh	procasp3 activ	Fh CTSL1 inh	HCV core dimer	PP1 inh
CCOC(=O)c1ccc(N/C=C/C(=O)c2ccc(OC)c(OC)c2)cc1	1	-5	1	5	-1.8	25*	6	1	-3
COC(=O)c1cc(Br)ccc1N(Cc1cc(OC)cc(OC)c1)S(C)(=O)=O	6	9	7	1	1.8	-5	·	·	2
Clc1cc2c(c(CSc3nc4ccccc4n4cccc34)c1)OCOC2	5	-2	12	2	-0.2	-4	1	3	-4
CC1=C(C(=O)Nc2ccc(F)cc2)C(c2ccc(C)o2)C2=C(CC(C)(C)CC2=O)N1 (centres undefined)	2	-1	7	2	-0.5	3	-1	-1	-5

The results go on.
SMILES	VLA-4 inh	JMJD2C inh	proCasp7 act	GRK2 aptamer HTS	PP5 inh	procasp3 activ	Fh CTSL1 inh	HCV core dimer	PP1 inh
c1ccc(Oc2ccc(-n3cnnn3)cc2)cc1	1	-2	9	0	0.7	-2	1	-3	3
CS(=O)(=O)c1ccc2nc(NC(=O)CC3CCCC3)sc2c1	19	2	2	1	5.1	0	3	2	-6
Cc1ccc(C(=O)CCC(=O)N(C)CC(=O)Nc2ccccc2Br)cc1	4	-6	-1	0	-0.8	5	1	3	-2
CC(=O)Nc1ccc(S(=O)(=O)N(C)CC(=O)N2CCN(C(=O)c3ccco3)CC2)cc1	0	13	8	0	·	8	·	·	·
O=C(NC(c1ccccc1)c1ccccc1)c1ccc(S(=O)(=O)C(F)F)cc1	5	1	-3	0	1.1	-4	2	5	-1
Cc1oc(-c2cccc(Cl)c2)nc1CSCC(=O)O	11	-8	-1	0	1.3	3	0	4	0
COc1ccc(NC(=O)c2nc3ccccc3s2)cc1	9	1	15	0	4.5	-3	0	5	-2
NC(=O)c1ccc(SCC(=O)OCC(=O)N2CCN(C(=O)c3ccco3)CC2)c([N+](=O)[O-])c1	6	4	-10	5	-1.2	-4	-3	4	-5
Cc1ccc(NC(=O)CN2CCN(Cc3ccccc3)CC2)c(Br)c1	22	8	-8	0	3.7	-7	-2	-11	3
Cc1ccccc1C(=O)NC(=S)Nc1ccc(N2CCN(C(=O)c3ccccc3)CC2)cc1	-16	1	0	0	2.4	2	0	18	-1
CC(=O)c1ccc(NC(=O)CCOc2cc(C)ccc2C)cc1	6	-1	10	0	4.0	15	-13	0	3
c1ccc(-c2nnc(-c3ccncc3)o2)cc1	-4	-1	1	0	-1.2	-2	2	-2	-4
CCCCCCc1ccc(OC(=O)c2ccncc2)cc1	-4	25	25	1	1.3	5	0	3	2
Cc1ccc(-n2c(SCC(N)=O)nc3c(c2=O)C2(CCCC2)Cc2ccccc2-3)cc1	-2	7	-8	0	5.2	-3	0	5	8
Nc1ccc(-c2nc3c(Cl)c(N)ccc3[nH]2)cc1	-3	63	1	0	-4.3	4	1	-26	-2
Cc1[nH]c2ccccc2c1N=Nc1ccc(F)cc1	-5	-17	-6	14	4.2	-1	-3	-6	0
CCCOP(=O)(OCCC)C(Nc1cccc(C(F)(F)F)c1)c1ccc(C)cc1 (centres undefined)	4	-2	9	0	2.9	2	4	4	1
COc1cccc(-n2nnnc2SCC(=O)NCc2ccc3c(c2)OCO3)c1	3	-19	-8	2	1.4	-6	-8	7	-8
COc1ccccc1CNC(=O)C(=O)NCC1CCCN1S(=O)(=O)c1cccs1 (centres undefined)	9	-2	5	0	3.6	6	0	3	-7
COc1ccc(-c2nc3ccccc3c(=O)n2-c2c(C)n(C)n(-c3ccccc3)c2=O)cc1	2	1	0	0	1.1	-4	1	-1	-7
O=C(CSc1ccccc1)Nc1ccc(N2CCOCC2)cc1	2	-1	4	1	-0.5	6	3	-1	-1
CCN(CC(=O)Nc1ccc(NC(C)=O)cc1)C(=O)/C=C/c1cn(-c2ccccc2)nc1-c1ccc(F)cc1	-11	8	3	0	-3.4	8	2	9	-2
Cc1c(NS(=O)(=O)c2cc(C(=O)OCC(=O)N3CCC(C)CC3)ccc2Cl)c(=O)n(-c2ccccc2)n1C	15	27	5	1	2.0	3	-2	3	6
